GPR55 beta-arrestin – GPR55 agonists via beta-arrestin recruitment, primary screen, imaging, U2OS cells, beta-arrestin-GFP redistribution (AID 1961); U2OS GPR55 beta-arrestin-GFP redistribution imaging; higher % means a stronger effect; 290,000 compounds, 0.048% hits; one-dose activation, % at 10 µM; EC50 in µM for titrated hits;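 active = activation above 40% with more than 50 cells counted in the well; inconclusive = wells holding fewer than 50 cells, flagged as toxic or sparse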;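 note: U2OS osteosarcoma cells stably expressing GPR55 and beta-arrestin-GFP; plate controls were DMSO negative control for no effect and LPI positive control for full effect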
SIAH1 antagonists – Siah-1 peptide-binding antagonists, primary screen, biochemical, fluorescence polarization, rhodamine-plectin, uHTS (AID 1817) | displacement, % at 20 µM; hits with a dose series show IC50 in µM | Siah-1 / rhodamine-plectin peptide fluorescence polarization; higher % means a stronger effect | 290,000 compounds, 0.02% hits;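 active = displacement of at least 50% at 20 µM, with a fluorescence ratio check between 0.3 and a set limit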;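 note: plate controls were Siah plus tracer with DMSO for no effect and tracer alone without Siah for full effect; strong numbers were not always called active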
NS5 inhibitors – flavivirus cap methylation enzyme inhibition – biochemical, confirmation dose response, primary screen (AID 588689). one-dose inhibition, % at 25 µM; IC50 in µM for titrated hits. Dengue-2 NS5 methyltransferase capping enzyme assay, biochemical; higher % means a stronger effect. 340,000 compounds, 0.3% hits; in the data active = a potency from the dose series; inconclusive = inhibition above about 29% without an active follow-up result
AID2073 – inhibitors of Mint1-CaV2.2 protein interaction, biochemical, HTRF (AID 2073) | 290,000 compounds, 0.19% hits | HTRF protein-protein interaction, Mint1-CaV2.2; higher % means a stronger effect | inhibition, % at 20 µM; hits with a dose series show IC50 in µM; in the data active = inhibition mostly above about 51%, no sharp cut-off; inconclusive = no clear call, values can overlap the other calls; inactive = mostly below about 53%; note: some results filed as inactive read as strong as hits
GPR35 arrestin U2OS – inhibition of zaprinast-stimulated GPR35 beta-arrestin translocation – imaging, U2OS, beta-arrestin-GFP, zaprinast agonist, primary screen (AID 2058) | one-dose inhibition, % at 10 µM; IC50 in µM for titrated hits | 290,000 compounds, 0.052% hits | U2OS GPR35 beta-arrestin-GFP translocation imaging, zaprinast antagonism; higher % means a stronger effect;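 active = inhibition of at least 50% with at least 30 cells and total cytoplasm GFP at most 10,000,000; inconclusive = under 30 cells or total GFP of 10,000,000 plus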
UTI89 phage lysis – inhibition of K1F phage lysis, E. coli UTI89, bacterial capsule biogenesis inhibitors, alamar blue (AID 488966). one-dose inhibition, % at 100 µM; IC50 in µM for titrated hits. 340,000 compounds, 0.02% hits. E. coli UTI89 K1F phage lysis, alamar blue, 2 h; higher % means a stronger effect;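 active = phage lysis inhibition, versus mean bacterial control, above a set limit; inconclusive = no clear call, values can overlap the other calls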;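 note: capsule biogenesis inhibitors block K1F phage lysis so surviving cells raise fluorescence; higher fluorescence means more inhibition of phage lysis; actives were called in the ten point dose series up to 300 µM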
NTR1 ag – NTR1-driven beta-arrestin-GFP spot formation – imaging, U2OS cells, high content, primary screen (AID 493036); agonist mode; activation, % at 20 µM; 330,000 compounds, 0.17% hits;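 active = activation at or above 40% of the spot to cytoplasm intensity ratio, with at least 20 cells analyzed; inconclusive = wells under 20 cells, flagged as cytotoxic or low count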;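 note: 0% = DMSO without peptide and 100% = 100 nM NTR1 peptide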
Target sequence (P30989 whole entry, looked up): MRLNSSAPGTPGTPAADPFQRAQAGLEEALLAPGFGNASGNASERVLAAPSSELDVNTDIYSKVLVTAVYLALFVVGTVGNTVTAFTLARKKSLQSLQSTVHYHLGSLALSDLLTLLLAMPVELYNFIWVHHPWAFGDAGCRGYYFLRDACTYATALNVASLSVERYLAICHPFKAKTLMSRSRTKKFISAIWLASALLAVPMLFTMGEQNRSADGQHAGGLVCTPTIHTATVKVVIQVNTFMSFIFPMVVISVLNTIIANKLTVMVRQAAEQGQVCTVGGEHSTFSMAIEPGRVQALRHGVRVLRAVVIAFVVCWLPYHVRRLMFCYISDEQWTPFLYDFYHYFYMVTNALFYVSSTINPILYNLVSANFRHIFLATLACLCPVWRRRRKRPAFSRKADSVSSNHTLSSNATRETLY
HIV peptide binding – cell-free HIV fusion peptide-binding blockers – biochemical, uHTS, fluorescence dequenching, primary screen (AID 1986). inhibition, % at 20 µM, or IC50 in µM where a hit was titrated. 290,000 compounds, 0.3% hits. cell-free peptide binding, fluorescence dequenching, 30 min; higher % means a stronger effect; in the data active = inhibition mostly above about 52%, no sharp cut-off; inactive = mostly below about 76%; note: some results filed as inactive read as strong as hits
GPR55 LPI antagonism – GPR55 antagonists blocking LPI-driven arrestin recruitment, primary screen, imaging, U2OS, beta-arrestin-GFP, LPI agonist (AID 2013). 290,000 compounds, 0.13% hits. inhibition, % at 10 µM, or IC50 in µM where a hit was titrated. U2OS GPR55 beta-arrestin-GFP translocation imaging, LPI antagonism; higher % means a stronger effect;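 active = spots per cell inhibited over 60%, with over 100 cells counted and total cytoplasm intensity under 500,000; inconclusive = wells with under 100 cells, flagged as likely toxic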;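 note: U2OS cells stably carrying GPR55 and arrestin-GFP stimulated by 5 µM LPI near EC80; imaged beta-arrestin-GFP aggregate spots per cell after agonist stimulation; plate controls were LPI-stimulated DMSO wells for no effect and DMSO wells without LPI for full effect; some results filed as inactive read as strong as hits; confirmed hits need IC50 under 10 µM and bright autofluorescent wells are also inconclusive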
NTR1 ag cell count 20 µM – recorded beside NTR1 ag, whose call it bears; cell count; measured here: cell count, cytotoxicity flag
NS5 inhibitors pilot replicate – second read-out of NS5 inhibitors, no call of its own (marks repeat the call); inhibition, %; measured here: pilot screen replicate inhibition
* = called active by the depositor; ? = inconclusive; / = no result given; [ ] = remark or other dose. This is a random part of the collection; 1.2% or so of the library scored in one or more.

SMILES	GPR55 beta-arrestin	SIAH1 antagonists	NS5 inhibitors	AID2073	GPR35 arrestin U2OS	UTI89 phage lysis	NTR1 ag	NTR1 ag cell count 20 µM	HIV peptide binding	GPR55 LPI antagonism	others
CC(=O)NC(=S)NNC(=O)c1ccc(Br)cc1	-0.2%	-7%	1%	2%	-7%	5.3%	0.1	47	-1.1%	11%
CC(=O)/C(C(=N)N1CCN(Cc2ccccc2)CC1)=C(\C)O	-0.1%	2%	11%	0%	1%	0.9%	0.2	53	-1.1%	5%
CC(=O)OCC[C@H](NS(=O)(=O)OCC(Cl)(Cl)Cl)c1ccccc1	-0.1%	-1%	-4%	7%	9%	-1.1%	-2.9	92	0.0%	-2%
O=C(NCc1ccc(N2CCCC2=O)cc1)c1cccc(Cl)c1	-0.1%	0%	-7%	0%	7%	-0.6%	-0.2	78	-1.1%	1%
COc1ccc2o/c(=N/NC(=O)c3cccs3)c(C(N)=O)cc2c1	0.2%	15%	-51%	3%	-13%	0.0%	3.5	55	17%	1%
Cc1ccc(OCc2nnc(N)s2)cc1	0.2%	2%	5%	?	9%	-0.1%	-0.4	29	2.0%	13%
CN1CCN(C(=O)C2=C[C@@H](c3ccc(Br)cc3)C[C@@H](OCc3ccc(CO)cc3)O2)CC1	0.1%	4%	0%	-7%	-7%	-0.2%	-5.3	85	0.9%	2%
COc1ccc(-c2csc(NC(=O)c3ccc(OCC(=O)N4CCOCC4)c(OC)c3)n2)cc1	-0.3%	1%	1%	23%	-6%	0.1%[50 µM]	12	39	2.2%	1%
Cc1cc(NC(=O)CCS(=O)(=O)c2ccc3c(c2)NC(=O)C(C)S3)ccc1Br (configuration not stated)	0.2%	0%	-9%	12%	3%	0.2%	4.8	40	-0.6%	10%
O=C(O)CCC(=O)N1N=C(c2ccccc2)CC1c1ccc2c(c1)OCO2 (configuration not stated)	0.3%	2%	-12%	2%	6%	0.2%	0.8	62	-1.0%	12%
CSc1ncc(C(=O)Nc2cccc(Cl)c2C)c(C)n1	-0.1%	-2%	6%	9%	-4%	0.1%	1.3	73	0.8%	-10%
CC(=O)Nc1nc(C)c(-c2csc(Nc3ccc(S(N)(=O)=O)cc3)n2)s1	-0.1%	-1%	-3%	-2%	-10%	2.2%[50 µM]	0.0	67	1.3%	6%
CN(C)C(CNc1nnnn1-c1ccccc1)c1ccco1 (configuration not stated)	-0.1%	2%	6%	12%	0%	0.3%	-2.1	99	4.1%	-6%	NS5 inhibitors pilot replicate=0.9
CCN(c1ccccc1)c1ncnc2c1cnn2-c1ccccc1	-0.1%	0%	-3%	15%	9%	0.4%	4.3	81	-2.2%	-1%
Cc1cccc(-c2nc(CN3CCCC(C(=O)NC4CCC(C)CC4)C3)c(C)o2)c1 (configuration not stated)	0.2%	-3%	4%	-1%	-13%	0.7%	14	87	-1.0%	-3%
O=C(c1cc(COc2ccc(F)c(F)c2)on1)N1CCN(C2CCCCC2)C(=O)C1	-0.2%	-4%	3%	0%	-23%	-0.1%	0.5	51	-0.5%	-18%
C(=C\c1ccccc1)/CSc1nnc(-c2ccccc2)n1Cc1ccco1	-0.1%	-2%	-6%	-15%	-3%	0.7%	5.2	67	-0.7%	-14%
CC(C)Cn1c(SCC(=O)c2ccc(Cl)s2)nnc1-c1ccco1	-0.2%	0%	-7%	0%	-9%	-0.1%	1.8	72	0.0%	13%
COC(=O)/C(=C\Nc1ccc(Cl)cc1Cl)NC(=O)c1ccc(OC)cc1	0.3%	5%	-13%	-8%	12%	-0.1%	8.7	40	1.7%	-8%
COc1ccccc1Nc1nn2c(=O)c3ccc(C(=O)NCc4cccnc4)cc3nc2s1	-0.3%	11%	-1%	?	6%	-0.1%	-1.3	61	-0.5%	0%
C=Cn1cc[n+](CC(=O)c2ccc(Cl)cc2)c1	-0.2%	0%	4%	10%	12%	0.0%	1.4	65	0.1%	12%	NS5 inhibitors pilot replicate=0.6
CN(C)CC(C)(C)CNC(=O)c1cc(=O)c2ccccc2o1	0.3%	-1%	7%	-3%	11%	-0.5%	-1.7	82	-1.5%	-2%	NS5 inhibitors pilot replicate=0.6
CC(=O)N1N=C(c2ccccc2)OC1c1ccc([N+](=O)[O-])s1 (configuration not stated)	-0.3%	22%	-9%	-20%	14%	0.0%	-0.6	27	0.8%	8%
CC(C)Oc1ccc(CNC2CCOC(C)(C)C2)cc1 (configuration not stated)	-0.1%	-1%	3%	1%	-3%	2.9%	0.3	53	-0.2%	-11%
Cc1ccc2c(C(=O)CN3CCCCC3CCO)c(C)[nH]c2c1 (configuration not stated)	0.2%	1%	-12%	-8%	20%	0.3%	-0.2	46	-3.2%	-7%
CCOC(=O)c1ccc(NC(=S)Nc2ccccc2)cc1	-0.2%	-2%	-9%	-5%	19%	-0.2%	-0.7	98	-4.2%	-8%
C=CCn1c(C)cc(C(=O)COC(=O)c2ccc3c(c2)NC(=O)CS3)c1C	0.2%	6%	4%	-6%	0%	2.7%	3.3	58	22%	0%
COc1ccc(N(CC(=O)NC2CCCCC2)S(=O)(=O)c2cccnc2)cc1	-0.2%	0%	-4%	-7%	22%	1.2%	-3.1	70	-1.4%	-12%
Cc1cc(C(=O)NCCC2=CCCCC2)no1	1.1%	-1%	-1%	-2%	5%	1.1%	-0.4	88	1.4%	-4%
O=C(C1=C[C@H](c2csc3ccccc23)C[C@H](OCc2ccc(CO)cc2)O1)N1CCN(Cc2ccc3c(c2)OCO3)CC1	-0.2%	8%	-9%	25%	6%	0.4%	-0.7	83	1.3%	10%
O=C(COC(=O)c1cc(S(=O)(=O)NCc2ccccc2)ccc1O)c1cc2ccccc2o1	-0.3%	-6%	-6%	9%	-6%	0.5%[50 µM]	0.4	54	6.6%	1%
C=CCn1c(=O)c(C(=O)NCCN(CC)CC)c(O)c2ccccc21	0.0%	2%	0%	1%	10%	-0.3%	1.8	44	1.5%	16%
CCC(C)NC(=O)Cn1c(=O)n(-c2ccccc2)c(=O)c2ccc(C(=O)NCc3ccco3)cc21 (configuration not stated)	-0.1%	1%	7%	9%	5%	-0.1%	-2.1	80	0.0%	11%
Cc1ccc2oc(=O)c3cnn(CC(=O)NCCC(C)C)c3c2c1	0.2%	5%	-8%	1%	15%	-1.6%	0.1	89	0.1%	11%
NC(=O)CSc1nnc(COc2ccccc2)n1C1CCCCC1	-0.1%	2%	2%	3%	-24%	1.2%	/	/	2.0%	2%
COc1ccccc1NC(=O)CCCc1nnc2n(C)c(=O)c3sccc3n12	0.3%	11%	-12%	7%	4%	0.5%	-0.1	45	2.6%	-1%
COC(=O)C1=C(CSCc2ccccc2)NC(=O)NC1c1cc(C)ccc1C (configuration not stated)	-0.2%	7%	-2%	10%	-11%	-3.4%	3.8	70	-2.1%	-1%
COc1cc(/C=N/NC(=O)c2cccc([N+](=O)[O-])c2)ccc1OCc1ccccc1	-0.3%	7%	-3%	19%	-22%	-0.1%	4.2	69	-1.2%	0%
COc1cccc(CC(=O)Nc2nc(C)cs2)c1	1.2%	-4%	4%	-4%	5%	-0.3%	-0.3	53	-0.3%	3%
O=C(CN(Cc1ccccc1)C1=NCCS1)c1ccccc1	0.0%	2%	-2%	2%	8%	0.0%	0.0	68	-0.2%	13%
CC(C)(C)NC(=O)COc1ccc(CNCc2ccccn2)cc1	0.2%	0%	2%	5%	-12%	0.1%	-1.3	64	1.4%	-3%
Cc1ccccc1N(C(=O)c1snc(C(N)=O)c1N)C(C(=O)NC1CCCCC1)c1ccc(O)cc1 (configuration not stated)	-0.1%	-2%	-4%	8%	-12%	0.0%	6.4	38	1.4%	6%
CCNC(=O)CN(c1ccc(F)cc1)S(=O)(=O)c1ccc2c(c1)OCCO2	-0.1%	-3%	20%	-2%	10%	-0.1%	-1.0	43	0.8%	1%
CCc1ccccc1NC(=O)CCS(=O)(=O)c1ccc(OC)cc1	0.0%	16%	-6%	22%	-15%	0.0%	0.2	80	3.0%	4%
Cc1cc(C)cc(C(=O)NC2CC(C)(C)NC(C)(C)C2)c1	0.3%	13%	-3%	2%	3%	0.1%	0.6	48	0.7%	-3%
O=C(NC1(C(F)(F)F)N=C(c2ccccc2)NC1=O)c1ccccc1 (configuration not stated)	0.1%	1%	0%	-2%	-2%	4.4%	0.4	58	0.7%	-5%
CCc1ccccc1NC(=O)CN(C)S(=O)(=O)c1ccc(-c2ccc(=O)[nH]n2)s1	0.2%	8%	-6%	16%	-4%	0.1%	0.2	64	3.5%	-3%
CC(=O)Nc1ccc(S(=O)(=O)N(C)c2ccc(OCC(=O)OCC(=O)Nc3ccc(OC(F)F)cc3)cc2)cc1	0.0%	-3%	-4%	2%	-2%	-0.2%	2.5	57	-0.1%	2%
O=S(=O)(Cc1ccccc1Cl)N1CCCCC1	-0.2%	0%	-7%	17%	-2%	4.0%	-0.9	52	-2.3%	6%
COC(=O)c1sc2cc(C(F)(F)F)cnc2c1-c1ccccc1	-0.1%	0%	-8%	3%	-2%	1.2%	2.2	37	-1.5%	15%
C[C@@H]1CCC(=O)N(C[C@@H](C)CC#N)CC1	-0.1%	-1%	17%	12%	3%	-0.3%	0.6	106	-0.8%	-1%
Cc1ccc(/C=C2\SC(=S)N(CCCC(=O)NNC(=O)c3ccccc3O)C2=O)cc1	0.2%	1%	8%	15%	4%	0.1%	19	60	5.9%	-4%
CC(C)c1nnc(NC(=O)C2CCN(c3nc4ccccc4s3)CC2)s1	-0.2%	-3%	-4%	0%	12%	1.4%	2.9	70	-0.9%	-33%
Cc1nc(-c2cccc(S(=O)(=O)N3CCCC(C)C3)c2)cs1 (configuration not stated)	-0.1%	2%	-7%	0%	-4%	0.9%	1.0	40	-1.7%	4%

For convenience, 2 of the compounds above.
SMILES	GPR55 beta-arrestin	SIAH1 antagonists	NS5 inhibitors	AID2073	GPR35 arrestin U2OS	UTI89 phage lysis	NTR1 ag	NTR1 ag cell count 20 µM	HIV peptide binding	GPR55 LPI antagonism	others
COC(=O)/C(=C\Nc1ccc(Cl)cc1Cl)NC(=O)c1ccc(OC)cc1	0.3%	5%	-13%	-8%	12%	-0.1%	8.7	40	1.7%	-8%
COc1ccccc1Nc1nn2c(=O)c3ccc(C(=O)NCc4cccnc4)cc3nc2s1	-0.3%	11%	-1%	?	6%	-0.1%	-1.3	61	-0.5%	0%
